Tb PYK inh = inhibitors of Trypanosoma brucei pyruvate kinase | 410,000 compounds, 0.12% hits | Q57TT1 | TbPYK enzyme, Kinase-Glo Plus ATP luminescence, 45 min | AID 624173 | Potency, µM (top dose mostly 76.8 µM), inactives show top-dose activity, negative = inhibition, usual class: inhibitors; active = well fitted inhibition curve with a large enough effect; inconclusive = small, poorly fitted or top-dose-only effect; note: nearly all actives have a fitted effect of over 50% in size
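TbPYK + substrate in 50 mM TEA pH 7.2, 100 mM KCl, 10 mM MgCl2, 0.05% BSA, 0.01% Tween-20; cpd pinned; ADP 130 uM final; 45 min RT; Kinase-Glo Plus 10 min; luminescence endpoint.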
The depositor's hits bear a star; ? = inconclusive. % is set by controls: 0 for no effect and ±100 for the full control effect; potency is the fitted concentration of half-maximal effect. Only part of the results is shown; the hit share may differ from the screen's.

SMILES	Tb PYK inh
CC(C)C[C@@H]1COc2cc(N3CCC[C@H]3CO)ccc2S(=O)(=O)N1	-2.4%
c1cc(N2CCOCC2)ccc1-c1ccc2nncn2c1	2.6%
COc1cc(C(=O)NN=Cc2ccc(N(C)C)cc2)cc(OC)c1OC	1.8%
OC(c1ccc(F)c(F)c1)c1nc(-c2ccc3ccccc3c2)cs1 (stereo unspecified)	1.6%
CCCc1ccc(C(O)c2ncc(-c3cccc(OC)c3)[nH]2)cc1 (stereo unspecified)	1.6%
COc1ccc([C@H]2N[C@]3(CCCN(Cc4ccc(Cl)cc4)C3=O)[C@H]3C(=O)N(Cc4ccccc4)C(=O)[C@@H]23)cc1	9.9%
CCOC(=O)[C@]12CCCC=C1N(Cc1ccco1)C(=O)[C@H](CC(=O)NCCc1ccccc1OC)C2	-4.6%
COc1cccc(-c2cnc(C(O)c3ccc(C)cc3C)[nH]2)c1 (stereo unspecified)	0.1%
COc1ccc(S(=O)(=O)NNS(=O)(=O)c2ccc(OC)c(OC)c2)cc1OC	-11.0%
COc1cccc(C=C2Cc3ccccc3C2=O)c1	0.1%
COc1ccc(C)cc1Nc1ncnc2c1nnn2Cc1ccccc1Cl	3.1%
COc1cc(OC)cc(C2=Cc3ccccc3C(CC(C)=O)N2c2ccc(C#CC3(O)CCCCC3)cc2)c1 (stereo unspecified)	0.2%
COc1ccc(-c2cc(NC=O)c3ncc(-c4cccc(C(F)(F)F)c4)n3c2)c(OC)c1	0.6%
CN(C)c1cccc(CN2CCN(c3ccccc3)CC2)c1	1.2%
CC(C)Oc1cc(F)ccc1-c1cc(C(=O)Nc2cccc(C(F)(F)F)c2)[nH]n1	6.6%
COc1ccccc1-c1ccc2c(c1)O[C@@H](CN(C)C(=O)c1ccncc1)[C@H](C)CN([C@@H](C)CO)S2(=O)=O	2.6%
COc1ccc(-c2nc3cnc(Oc4ccccc4)nc3n(C3CC3)c2=O)cc1	4.7%
COc1ccc(Cc2c(-c3cccc(Cl)c3)nc3c(C)cc(Br)cn23)c(C)c1	1.0%
Cc1ccccc1CSCC1Nc2ccc(C(=O)NCCc3ccccc3)cc2NC1=O (stereo unspecified)	?
NC(c1ccccc1)c1csc(Nc2cc(Oc3ccccc3)ncn2)n1 (stereo unspecified)	-3.8%
c1ccc2[nH]c(CCCCCc3nc4ccccc4[nH]3)nc2c1	4.1%
O=C1NC[C@@H](CCCCN2C[C@H](Cc3ccc(O)cc3)N(CCc3ccccc3)C(=O)C2=O)N(CCC2CCCCC2)C1=O	-7.1%
O=C(CCc1c[nH]c2ccccc12)OCC(=O)c1ccccc1	-2.3%
CC1(C)CN(C2CCCCC2)C(=O)[C@H]1CC(=O)Nc1ccc(Br)cc1	-2.7%
CC(C)(C)OC(=O)N1CCC(NC(=O)c2[nH]c(C(F)(F)F)nc2-c2ccccc2)CC1	-0.7%
O=S(=O)(c1ccc2ccccc2c1)N1CCN(S(=O)(=O)c2c(F)cccc2F)CC1	-0.4%
COc1ccc(NC(=O)N2CC3(CCN(S(C)(=O)=O)CC3)C2)cc1	1.4%
COC(=O)[C@]1(Sc2ccc(OC)cc2)CC(=O)N[C@@H]1c1ccccc1	3.0%
CN1CCC(N2CCN(C3CN(Cc4cn(Cc5cccc(C(F)(F)F)c5)nn4)S(=O)(=O)C3)CC2)CC1 (stereo unspecified)	-6.8%
c1ccc(-c2cc3nc(NCc4cccs4)nc(NCc4ccc5occc5c4)c3s2)cc1	-1.3%
CC(=O)NC(c1cccc(F)c1)c1nc(-c2ccc(N(C)C)cc2)cs1 (stereo unspecified)	-1.5%
Cc1ccc(NC(=O)C(C)Sc2nnc3n2CCCCC3)cc1S(=O)(=O)N1CCOCC1 (stereo unspecified)	1.8%
O=C(C1CCCCC1)N1C[C@@H](O)[C@H](n2cc(-c3ccc(F)cc3)nn2)C[C@@H]1c1ccc(Cl)cc1	-8.5%
O=C(Nc1c(-c2ccc3c(c2)OCO3)[nH][nH]c1=O)c1cnccn1	-2.7%
CCCS(=O)(=O)NC(=O)C1(C)CCN(C(=O)c2cccs2)C1 (stereo unspecified)	5.2%
CC1(C(=O)NS(=O)(=O)c2ccc(Cl)s2)CCN1C(=O)C1(c2ccc(Cl)cc2)CC1 (stereo unspecified)	-0.1%
C[C@H](CO)N1C[C@H](C)[C@H](CN(C)C(=O)c2ccccc2)Oc2cc(Br)ccc2S1(=O)=O	-6.2%
Cc1cc(Nc2cc(Cl)nc(Sc3ccc(NC(=O)C4CC4)cc3)n2)n[nH]1	1.7%
O=C(NCCN1CCC(n2c(=O)[nH]c3ccccc32)CC1)C(c1ccccc1)c1ccccc1	2.0%
Cc1cc(C)n(-c2ccc(C(=O)N3CCN(S(=O)(=O)c4ccc(Br)cc4Cl)CC3)cc2)n1	1.0%
Cc1ccc(S(=O)(=O)N(C)C[C@H]2OCCCC[C@@H](C)Oc3ccc(NC(=O)Cc4ccccc4)cc3C(=O)N([C@H](C)CO)C[C@@H]2C)cc1	9.4%
C[C@@H]1CCCCO[C@@H](CN(C)Cc2ccc(Cl)c(Cl)c2)[C@@H](C)CN([C@H](C)CO)C(=O)c2cc(NC(=O)Nc3ccccc3)ccc2O1	5.2%
CCCCn1c(NCc2cc(C)ccc2O)nc2ccccc21	4.0%
CN(Cc1ccc2c(c1)CCCN2C)C(=O)[C@H]1O[C@@H](n2ccc(=O)[nH]c2=O)[C@H](O)[C@@H]1O	-0.6%
CCC(Sc1nc2ccsc2c(=O)n1CCC(=O)O)C(=O)Nc1ccc(Cl)cc1 (stereo unspecified)	-4.7%
CC(=O)Nc1cccc(-c2cc(NC=O)c3ncc(-c4ccc(C(C)=O)cc4)n3c2)c1	-6.0%
C[C@@H]1CN([C@@H](C)CO)C(=O)CCCn2nncc2CO[C@H]1CN(C)C(=O)Nc1ccc2c(c1)OCO2	1.3%
CN1CCN(C2CN(Cc3ccc(F)cc3)S(=O)(=O)C2)CC1 (stereo unspecified)	1.4%
NC(Cc1ccc(C(F)(F)F)cc1)c1csc(NC(=O)Nc2ccccc2Oc2ccccc2)n1 (stereo unspecified)	1.9%
COc1cccc(CN2C(=NC(=O)C3CCCO3)SC3CS(=O)(=O)CC32)c1 (stereo unspecified)	-3.5%
CCOC1=C2[C@H](c3ccccc3)N(S(=O)(=O)c3ccc(C)cc3)C(C(C)(C)C)[C@H]2n2c(=O)n(-c3ccccc3)c(=O)n2C1 (stereo partly specified)	2.8%
CCN(CC)C(=O)C1=C(C)N(Cc2ccc(OC)cc2)C(=O)C(CC(=O)NCc2cccs2)C1 (stereo unspecified)	-0.2%
CC(C)N1CCC1(C)C(=O)Nc1ccc(-n2cccc2)cc1 (stereo unspecified)	6.5%
O=C(CSc1nnc(-c2ccncc2)n1C1CC1)c1cccs1	-28.0%
CC(C)C(N)c1csc(Nc2ccc(C(F)(F)F)cn2)n1 (stereo unspecified)	-2.8%
COc1ccc(-n2c(SCC(=O)NCC3CCCO3)nc3ccccc3c2=O)cc1Cl (stereo unspecified)	-5.7%
Cc1cccc(S(=O)(=O)N(C)C[C@@H]2OCc3cnnn3CCCC(=O)N([C@H](C)CO)C[C@@H]2C)c1	-6.0%
COC(=O)Cc1ccc(OC2(C)CCN(Cc3ccc4c(c3)OCCO4)C2)cc1 (stereo unspecified)	4.1%
COc1ccccc1CN1CCC2(CC1)CCN(C(=O)c1c(C)noc1C)CC2	0.0%
CC1(C(=O)Nc2ccc(F)cc2F)CCN1C(=O)Cc1ccc(Cl)cc1Cl (stereo unspecified)	0.0%

Exported bar-delimited: 13 of the compounds above.
Molecule | Tb PYK inh
CN1CCN(C2CN(Cc3ccc(F)cc3)S(=O)(=O)C2)CC1 (stereo unspecified) | 1.4%
NC(Cc1ccc(C(F)(F)F)cc1)c1csc(NC(=O)Nc2ccccc2Oc2ccccc2)n1 (stereo unspecified) | 1.9%
COc1cccc(CN2C(=NC(=O)C3CCCO3)SC3CS(=O)(=O)CC32)c1 (stereo unspecified) | -3.5%
CCOC1=C2[C@H](c3ccccc3)N(S(=O)(=O)c3ccc(C)cc3)C(C(C)(C)C)[C@H]2n2c(=O)n(-c3ccccc3)c(=O)n2C1 (stereo partly specified) | 2.8%
CCN(CC)C(=O)C1=C(C)N(Cc2ccc(OC)cc2)C(=O)C(CC(=O)NCc2cccs2)C1 (stereo unspecified) | -0.2%
CC(C)N1CCC1(C)C(=O)Nc1ccc(-n2cccc2)cc1 (stereo unspecified) | 6.5%
O=C(CSc1nnc(-c2ccncc2)n1C1CC1)c1cccs1 | -28.0%
CC(C)C(N)c1csc(Nc2ccc(C(F)(F)F)cn2)n1 (stereo unspecified) | -2.8%
COc1ccc(-n2c(SCC(=O)NCC3CCCO3)nc3ccccc3c2=O)cc1Cl (stereo unspecified) | -5.7%
Cc1cccc(S(=O)(=O)N(C)C[C@@H]2OCc3cnnn3CCCC(=O)N([C@H](C)CO)C[C@@H]2C)c1 | -6.0%
COC(=O)Cc1ccc(OC2(C)CCN(Cc3ccc4c(c3)OCCO4)C2)cc1 (stereo unspecified) | 4.1%
COc1ccccc1CN1CCC2(CC1)CCN(C(=O)c1c(C)noc1C)CC2 | 0.0%
CC1(C(=O)Nc2ccc(F)cc2F)CCN1C(=O)Cc1ccc(Cl)cc1Cl (stereo unspecified) | 0.0%

Other entries
SMILES	Tb PYK inh
COc1ccc(CC(N)c2csc(NC(=O)c3cc(C(C)(C)C)oc3C)n2)cc1 (stereo unspecified)	6.5%
Nc1ccc(Cl)cc1C(=O)c1ccc[nH]1	-6.3%
COc1ccc(-c2cc3nc(NCCNC(C)=O)n(C)c(=O)c3s2)c(C)c1	-4.8%
O=c1[nH]c2ccccc2nc1-c1nnnn1C1CCCC1	3.1%
CCNC(=O)C1(C)CCCN(C(=O)c2ccnc(Cl)c2)C1 (stereo unspecified)	2.6%
O=C(Nc1ccccc1)N1CC[C@@]2(CCCN(C(=O)c3ccco3)C2)C1	5.0%
CC1(C(=O)NS(=O)(=O)C2CC2)CCN(C(=O)c2ccc(F)cc2Cl)C1 (stereo unspecified)	-1.9%
Cc1noc(C)c1C(=O)N1CCC[C@@]2(CCN(c3ncccn3)C2)C1	-1.8%
O=P1(O)CC2=C(CC=CC2)C1	6.5%
Cc1ccc(C)c(C(O)c2ncc(-c3cccc(C(F)(F)F)c3)[nH]2)c1 (stereo unspecified)	-0.4%
CC1(C(=O)NCc2cccc3ccccc23)CCN1C(=O)Cc1ccc(-c2ccccc2)cc1 (stereo unspecified)	1.1%
CNc1cncc(-c2ccc(C)cc2)n1	-4.3%
O=c1[nH]c2ccccc2n1C1CCN(C(CCc2ccccc2)c2nnnn2-c2ccc3c(c2)OCCO3)CC1 (stereo unspecified)	-1.7%
Cc1ccc(S(=O)(=O)N(C)c2ccc(C(=O)NCC(c3ccccc3)N3CCCC3)cc2)cc1 (stereo unspecified)	-14.6%
CNC[C@H]1Oc2cc(Br)ccc2S(=O)(=O)N([C@@H](C)CO)C[C@H]1C	0.3%
O=C1NC(Cc2ccccc2)c2nc3cc(F)ccc3c(=O)n2-c2cc3ccccc3cc21 (stereo unspecified)	4.9%
CCCCc1c(-c2ccccc2)ncn1CCc1ccccc1OC	-2.6%
OCCN1CCN(c2ncnc3c2ncn3[C@H]2CN(Cc3ccncc3)C[C@@H](CO)O2)CC1	-9.0%
O=C(Oc1ccccc1)N1CCC2(CC1)CN(c1ccncc1)C2	0.3%
N#CCCn1cc(C(=O)CN2C(=O)NC3(CCc4ccccc43)C2=O)c2ccccc21 (stereo unspecified)	1.6%
COc1ccc(OC(=O)N(C)C[C@@H]2OCc3cnnn3CCCC(=O)N([C@@H](C)CO)C[C@H]2C)cc1	-4.6%
O=C(c1ccncc1)N(c1ccc(N2CCOCC2)cc1)C(c1ccccc1)c1nc2ccccc2[nH]1 (stereo unspecified)	-26.8%
CC(=O)c1cccc2c1OC(C)C(=O)N2Cc1ccc(Cl)cc1 (stereo unspecified)	-2.1%
C[C@@H]1CN([C@H](C)CO)C(=O)CCCn2nncc2CO[C@@H]1CN(C)S(=O)(=O)c1ccc2ccccc2c1	7.4%
CCCS(=O)(=O)NC(=O)C1(C)CCN(C(=O)c2cc(F)cc(F)c2)C1 (stereo unspecified)	0.8%
CC1(C(=O)Nc2cccc(Oc3ccccc3)c2)CCN1C1Cc2ccccc2C1 (stereo unspecified)	-14.6%
COC(=O)N1CCC2(CC1)CN(c1ccccc1)C2	4.1%
CC1(Cc2ccccc2OC(F)(F)F)C(=O)Nc2ccc(S(=O)(=O)NC3CCCCC3)cc21 (stereo unspecified)	1.9%
O=C(OCc1ccccc1)N1CCC2CC1c1ccc(/C=C/CCCCl)cc12 (stereo unspecified)	3.5%
CCN(CC(=O)Nc1cc(Cl)ccc1C)C(=O)C1CCN(c2ncnc3sc(C)c(C)c23)CC1	5.7%
O=C(Nc1ccc(Cl)c(C(F)(F)F)c1)C1Cc2c(-c3ccccc3Oc3ccccc3)ccnc2O1 (stereo unspecified)	-2.8%
C[C@@H]1CN([C@H](C)CO)C(=O)c2c(c3ccccc3n2C)-c2ccccc2CO[C@H]1CN(C)Cc1ccc(C(F)(F)F)cc1	-11.5%
Clc1cccc(Cc2c(-c3ccco3)nc3ccc(Cl)cn23)c1	20µM*
CCN(CC)S(=O)(=O)c1ccc(O)c(C(=O)OCC(=O)N2CCCc3ccccc32)c1	-11.8%
COc1cccc(-c2nc(SC)nc3sc(C(=O)NC(C)(C)C)c(N)c23)c1	1.5%
Cc1cc(C)c(C(=O)c2ccccc2C(=O)O)c(C)c1	9.7%
CCN(CC)C(=O)c1ncn2c1c(=O)[nH]c1ccccc12	2.9%
O=C(c1ccccc1F)N1N=C(C(F)(F)F)CC1(O)c1ccccc1 (stereo unspecified)	3.2%
C[C@@H]1CN([C@H](C)CO)C(=O)c2cc(Br)cnc2O[C@H]1CN(C)C(=O)Nc1ccc2c(c1)OCO2	-4.6%
CC(C)(C)S(=O)N1Cc2cc(C(=O)NCCCN3CCOCC3)nc(-c3cccc(-c4cc5ccccc5o4)c3)c2[C@H]1CCO (stereo partly specified)	-6.1%
CC(C)OC(=O)OCOP(=O)(CO[C@H](C)Cn1cnc2c(N)ncnc21)OCOC(=O)OC(C)C	14.3%

Compound activity from PubChem BioAssay.
